# LYPLA1 counter = blocks human lysophospholipase 1, a PME1 counter-screen; O75608; recombinant LYPLA1, FP-Rh probe fluorescence polarization; inhibition, % at 5.9 µM; 0.16% of 320,000 active;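 active means inhibition above the mean of all tested compounds plus 3 SD, set per campaign, cut at about 14% in these data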;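 further: inhibitors block serine hydrolase probe labeling of LYPLA1 so polarization falls; 0% = enzyme with DMSO and 100% = wells lacking LYPLA1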
# ZTA DNA inh = blocks Epstein-Barr virus ZTA, an EBNA-1 counter-screen. inhibition, % at 11 µM. P03206. ZTA-DNA binding, fluorescence polarization. 0.15% of 320,000 active. AID 2234; in the data active means inhibition above about 33%
# Target sequence (P03206 whole entry, looked up): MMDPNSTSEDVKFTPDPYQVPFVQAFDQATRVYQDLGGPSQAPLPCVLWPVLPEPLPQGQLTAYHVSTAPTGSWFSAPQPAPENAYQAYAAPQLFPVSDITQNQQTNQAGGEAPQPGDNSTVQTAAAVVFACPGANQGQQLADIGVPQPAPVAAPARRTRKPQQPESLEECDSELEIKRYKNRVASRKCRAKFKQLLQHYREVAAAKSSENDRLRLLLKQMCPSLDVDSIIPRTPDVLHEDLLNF
# GSTO1 inh = counter-screen for RBBP9 inhibitors: inhibitors of human GSTO1; P78417; AID 1974; inhibition, % at 5.96 µM; 1.1% of 300,000 active; recombinant GSTO1, activity-based probe fluorescence polarization;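 active means inhibition above the campaign mean inhibition plus 3 SD, cut at about 35% in these data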;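 further: 0% = GSTO1-1 with DMSO and 100% = wells lacking GSTO1-1 enzyme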
# PAFAH1B3 FP inh = inhibitors of human PAFAH1B3; Q15102; recombinant PAFAH1B3, FP-rhodamine probe, fluorescence polarization; inhibition, % at 3.39 µM; 0.28% of 340,000 active; AID 492972;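 active means inhibition above the screen-wide average of all tested compounds plus 3 SD, cut at about 25% in these data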;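 further: 0% = enzyme with DMSO only and 100% = wells lacking PAFAH1B3 protein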
# LYPLA2 counter = LYPLA2 (human) inhibition in PME1 counter-screen; O95372; recombinant LYPLA2, FP-Rh probe fluorescence polarization; inhibition, % at 5.9 µM; 0.38% of 320,000 active; AID 2177;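 active means inhibition above the screen-wide mean plus 3 SD, limit set per campaign, cut at about 26% in these data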;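 further: 0% = LYPLA2 with DMSO and 100% = wells lacking LYPLA2 enzyme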
# PAFAH2 inh = inhibitors of human PAFAH2. Q99487. recombinant PAFAH2, FP-rhodamine activity probe, fluorescence polarization. inhibition, % at 3.39 µM. 0.99% of 340,000 active;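 active means inhibition above the mean over all tested compounds plus 3 SD, cut at about 30% in these data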;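 further: inhibitors block probe labeling of enzyme so polarization drops; 0% = enzyme with DMSO and 100% = wells lacking PAFAH2 protein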
# EBNA-1 inh = blocks EBNA-1 binding to DNA; inhibition, % at 14.8 µM; EBNA-1 DNA binding, fluorescence polarization; AID 1950; 0.34% of 300,000 active; in the data active means inhibition above about 28%
# PREPL inhibitor = inhibits the human prolyl oligopeptidase-like enzyme; recombinant PREPL, fluorescence polarization activity-based probe; inhibition, % at 5.96 µM; 0.68% of 320,000 active; AID 2751; in the data active means inhibition above about 43%;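 further: 0% = enzyme with DMSO and 100% = wells lacking enzyme; many of its hits are not listed in these tables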
# PAD4 FP inh = PAD4 (human) enzyme inhibition; inhibition, % at 6.36 µM; Q9UM07; recombinant PAD4, RCA probe fluorescence polarization; 0.41% of 330,000 active;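 active means percent inhibition above a cutoff equal to the mean of all tested compounds plus 3 SD, cut at about 15% in these data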;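 further: 0% = PAD4 with RCA probe and DMSO and 100% = probe without PAD4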
# Target sequence (Q9UM07 whole entry, looked up): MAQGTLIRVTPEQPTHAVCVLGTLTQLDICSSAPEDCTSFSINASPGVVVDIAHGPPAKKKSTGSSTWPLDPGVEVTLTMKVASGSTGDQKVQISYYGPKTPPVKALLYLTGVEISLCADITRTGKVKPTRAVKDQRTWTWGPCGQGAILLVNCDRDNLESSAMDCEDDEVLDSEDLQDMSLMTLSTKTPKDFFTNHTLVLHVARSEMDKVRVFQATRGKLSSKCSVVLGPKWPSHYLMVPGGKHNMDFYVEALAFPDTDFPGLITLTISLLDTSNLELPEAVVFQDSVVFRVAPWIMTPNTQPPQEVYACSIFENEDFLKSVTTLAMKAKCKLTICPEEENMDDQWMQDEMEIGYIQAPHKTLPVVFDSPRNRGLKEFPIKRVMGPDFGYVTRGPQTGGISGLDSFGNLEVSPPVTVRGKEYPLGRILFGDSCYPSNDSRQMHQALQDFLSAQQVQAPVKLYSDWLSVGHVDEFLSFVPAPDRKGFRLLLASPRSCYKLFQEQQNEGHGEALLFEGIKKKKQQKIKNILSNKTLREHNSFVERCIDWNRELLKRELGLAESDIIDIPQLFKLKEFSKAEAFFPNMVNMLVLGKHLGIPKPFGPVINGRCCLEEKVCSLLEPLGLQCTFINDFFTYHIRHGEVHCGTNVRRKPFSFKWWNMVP
# * = called active by the depositor; nt = no result given.
SMILES,LYPLA1 counter,ZTA DNA inh,GSTO1 inh,PAFAH1B3 FP inh,LYPLA2 counter,PAFAH2 inh,EBNA-1 inh,PREPL inhibitor,PAD4 FP inh
CC(=O)c1cccc(Nc2nc(N3CCOCC3)nc(N3CCOCC3)n2)c1,-0.7,-8.8,-4.3,1.1,-2.3,-2.2,-15.3,-3.1,1.7
Cc1ccc(NC(=S)N(Cc2ccccc2)C(C)C)cc1,-1.5,-11.3,-1.1,nt,-2.1,nt,13.2,0.7,-1.8
CC(=O)N1CCN(CC(=O)Nc2ccc(C)c(F)c2)CC1,-0.7,-7.0,-4.5,1.2,-2.3,-3.1,-7.6,2.9,-0.5
CCOC(=O)c1c(N2C(=O)Nc3ccccc3N2O)n[nH]c1-c1cccc(OC)c1,0.6,-10.5,4.1,10.2,0.6,2.6,-9.8,-0.8,-0.2
CCn1c(-c2ccoc2C)n[nH]c1=S,-2.4,1.3,-8.1,5.5,-5.7,-2.5,17.8,3.3,-1.9
COc1ccc(-c2nc(CS(=O)(=O)CC(=O)NCCCN3CCN(C)CC3)c(C)o2)cc1,5.3,4.4,-1.5,2.3,7.5,2.0,2.1,-3.6,-3.4
CCn1c(SCC(=O)N2CCC(C)CC2)nc2c1c(=O)n(C)c(=O)n2C,3.8,14.4,8.0,5.5,1.2,1.2,10.1,2.8,-9.7
CCOc1cc2c(cc1OCC)C(C(=O)O)C(c1cc(Br)c(O)c(OC)c1)N(C)C2=O (configuration not stated),-1.6,-3.0,2.4,7.8,-4.2,0.1,3.3,-0.5,0.1
Fc1cc(Br)ccc1NC(=S)Nc1ccccc1,1.0,12.0,7.1,-0.8,10.2,-4.3,-6.7,1.3,-3.2
O=C(O)CCCN1C(=O)C(=O)/C(=C(/O)c2ccc(Cl)cc2)C1c1ccccc1 (configuration not stated),-1.4,9.3,1.4,1.1,3.1,5.9,2.2,-5.6,-1.3
Cc1cccc(C(OC(=O)c2ccco2)C(=O)NCc2ccccc2)n1 (configuration not stated),-1.2,1.7,0.8,3.0,1.7,5.6,0.0,-8.0,-1.9
NC(=O)CCNC(=O)c1ccc(Cl)cc1,-1.0,-7.2,3.3,10.2,-3.4,-13.2,1.2,0.2,-4.0
COCCNc1c(-c2ccc(OC)cc2)nc2ccc(Cl)cn12,1.8,-7.0,6.2,5.6,-1.6,1.6,-9.9,8.6,-4.7
O=C(NCC(=O)N1CCN(c2ccccc2O)CC1)C1CCCCC1,-0.8,-23.8,5.7,7.6,-6.6,23.8,-8.6,8.5,-1.0
Cc1cc(-c2nc3c4c5c(sc4[nH]c(=O)n3n2)CCC5)c(C)o1,-1.4,14.2,34.5,13.6,-0.2,29.4,-2.9,3.9,9.7
CCOc1ccc(NC(=O)CCCc2cc(-c3ccc(OCC)cc3)on2)cc1,-1.1,9.7,4.4,10.1,5.5,-0.7,-8.0,-2.2,1.5
O=[N+]([O-])c1ccc(NCCOc2ccccc2Cl)nc1,-2.1,0.6,-2.5,1.5,-1.4,-2.5,5.7,1.1,2.3
COc1ccc(CNC(=S)Nc2ccccc2Cl)cc1,-0.5,-2.3,5.1,-5.0,-0.8,0.2,4.7,-5.7,5.2
CSc1ncccc1C(=O)NC(C)C1CC2CCC1C2 (configuration not stated),0.5,-5.2,-2.1,0.3,0.3,-3.9,-2.7,1.4,-1.9
CCOC(=O)C1CCN(S(=O)(=O)c2ccc(C(C)(C)C)cc2)CC1,1.6,-1.7,-3.5,4.0,1.1,2.9,-17.3,6.8,-8.6

# The list goes on; it opens with the 3 that closed the last part.
SMILES,LYPLA1 counter,ZTA DNA inh,GSTO1 inh,PAFAH1B3 FP inh,LYPLA2 counter,PAFAH2 inh,EBNA-1 inh,PREPL inhibitor,PAD4 FP inh
COc1ccc(CNC(=S)Nc2ccccc2Cl)cc1,-0.5,-2.3,5.1,-5.0,-0.8,0.2,4.7,-5.7,5.2
CSc1ncccc1C(=O)NC(C)C1CC2CCC1C2 (configuration not stated),0.5,-5.2,-2.1,0.3,0.3,-3.9,-2.7,1.4,-1.9
CCOC(=O)C1CCN(S(=O)(=O)c2ccc(C(C)(C)C)cc2)CC1,1.6,-1.7,-3.5,4.0,1.1,2.9,-17.3,6.8,-8.6
COc1cc(NC(=O)Cn2nc(C(F)(F)F)c3c2CCCC3)cc(OC)c1OC,0.6,4.5,6.3,3.3,4.1,-8.2,6.5,3.1,-1.3
CCCCSc1nnc(-c2cc(Br)ccc2N)c(=O)[nH]1,-6.2,-0.8,-12.1,10.8,-2.4,-0.9,0.4,0.5,-5.7
COc1ccc(C2=NN(C(N)=S)C(c3ccco3)C2)cc1 (configuration not stated),-7.4,4.2,-1.6,8.7,-2.3,-0.8,-2.4,8.7,-10.8
Clc1ccc2c(c1)c1ccccc1n2CN1CCOCC1,-0.2,-10.6,-7.8,5.0,4.5,9.5,-5.8,11.6,-0.6
CC1(C)NC(=O)N(Cc2cc(=O)n3ccsc3n2)C1=O,1.0,-12.0,-3.5,9.9,-0.9,1.7,-10.6,7.4,-5.4
COc1ccc(N(C)C(=O)c2cn(CC(C)C)c(=O)c3cc(OC)c(OC)cc23)cc1,-1.2,13.8,0.3,9.3,-2.0,-0.8,-8.1,-5.2,0.9
COc1cc(OC)cc(C(=O)NC(C(=O)Nc2ccc3c(c2)OCCO3)C(C)C)c1 (configuration not stated),-1.8,6.1,nt,5.2,-0.3,-4.5,nt,7.6,-4.7
O=C(O)CCC(=O)Nc1nc(-c2ccccc2)cs1,-3.1,15.7,8.5,5.9,2.4,1.0,9.8,8.4,-5.1
Cc1nc(C(=O)NNC(=O)c2ccccc2)c(C(F)(F)F)o1,-0.5,-5.0,8.3,5.4,1.7,3.6,4.5,6.5,-2.6
CCCC12CN3CC(C)(CN(C1)C31CCCCC1)C2=O,3.2,2.4,2.6,2.5,3.2,-0.3,-15.0,-22.6,-4.9
Cc1cc2nc3c(=O)n(Cc4ccccc4)c(=O)[nH]c3nc2cc1N,-3.2,-7.8,44.9*,nt,-3.2,nt,-11.8,32.4,7.9
O=C(NCCCN1CCCC1=O)c1cccc(NS(=O)(=O)c2ccc(Br)cc2)c1,1.1,17.7,-15.1,11.7,1.9,1.3,10.3,-3.2,-4.8
Cc1cccc(N(Cc2cc(=O)[nH]c3ccccc23)C(=O)CCl)c1,0.6,14.4,89.9*,1.2,-2.5,6.7,4.6,3.0,13.8
O=C(NCC(c1ccc(F)cc1)N1CCOCC1)c1ccc([N+](=O)[O-])o1 (configuration not stated),nt,nt,nt,-1.5,nt,2.6,nt,18.8,-6.9
Nc1nc(SCC(=O)Nc2ccc(Cl)cc2C(F)(F)F)n[nH]1,5.7,12.6,1.6,-3.8,9.9,-0.4,-6.7,0.3,-4.8
CCc1ccc(C(=O)Nc2ccc(C)c(NS(C)(=O)=O)c2)cc1,-4.6,11.1,0.1,nt,-8.7,nt,0.3,3.2,4.8
Cc1c(Cl)cccc1NC(=O)CCN1CCCC(C)C1 (configuration not stated),-4.4,-0.4,0.0,4.1,-2.6,-3.0,-3.1,7.2,-0.1
CC(C)(C)NC(=O)NC(=O)CN1CCN(S(=O)(=O)c2ccc3c(c2)OCCO3)CC1,2.6,-3.2,3.7,-0.9,3.1,-8.2,0.8,3.6,2.1
CCCCC(=O)Nc1cccc(NC(=O)c2cccnc2Cl)c1,-0.6,4.4,7.7,0.6,0.8,-0.1,-0.7,7.5,0.4
CC(C)(C)OC(=O)C(C)(C)Sc1nnc(N)s1,0.2,-2.9,1.8,9.0,1.1,8.6,7.3,11.7,-4.7
O=C(NCCCN1CCOCC1)c1ccc(-c2ccc(Cl)cc2)o1,-2.5,5.2,-1.0,-2.3,0.3,-5.1,-3.7,3.9,-3.2
O=c1c(Br)c(N2CCCC2)cnn1-c1ccccc1,2.5,7.0,2.0,8.0,7.1,0.4,-1.8,-0.4,-5.8
CC(/C=C/c1ccccc1)=N\NC(=O)CSc1ccccn1,-0.8,-17.9,-4.3,8.4,-1.6,-3.3,0.5,14.1,-0.3
C/C(=N\Nc1nccnc1Cl)c1ccc(Cl)c(Cl)c1,-3.5,-3.5,-4.9,0.9,-3.8,2.5,6.2,-2.9,4.3
Oc1ccc(-c2nnc(-c3ccccc3)c(-c3ccccc3)n2)cc1,-15.2,15.7,-0.8,nt,-24.4,nt,-6.9,-0.5,3.2
Cc1ccn(CCC(=O)Nc2ccc(-c3ccno3)cc2)n1,-1.1,7.0,3.8,2.5,3.3,4.6,10.7,0.4,-0.2
CN=C1SC(CC(=O)Nc2cc(Cl)ccc2Cl)C(=O)N1C (configuration not stated),2.7,-6.8,4.3,7.9,18.6,1.9,-2.2,3.9,-2.0
Cn1ncc([N+](=O)[O-])c1C(=O)Nc1ccccc1C(=O)O,-1.9,0.1,1.1,5.5,-6.9,-6.6,3.1,3.2,1.1
CCOc1ccc(N2CC(C(=O)NCCc3c[nH]c4ccc(OC)cc34)CC2=O)cc1 (configuration not stated),4.5,-8.5,4.4,8.6,-0.7,-4.5,-7.2,4.5,4.1
Cc1cc(C(=O)OCC(=O)NNC(=O)c2cccs2)ccc1[N+](=O)[O-],0.8,2.2,6.6,6.6,1.8,5.1,-11.1,-2.0,-3.3
O=C(Cn1cc(C(F)(F)F)cc(Cl)c1=O)Nc1ccc(N2CCOCC2)cc1,1.2,10.0,0.8,7.3,6.1,1.8,-1.1,1.8,4.6
O=C(Nc1ccccc1C(=O)N1CCN(Cc2ccccc2)CC1)c1ccccc1,-6.5,9.9,0.1,3.2,-0.7,0.2,5.7,2.3,-0.6
CC(C)(NC(=O)c1cc(Cl)c2ccccc2c1O)C(=O)O,1.6,-1.0,-20.9,-3.1,-3.4,1.9,-24.3,0.4,-2.5
CN1CCN(C(=S)Nc2ccc([N+](=O)[O-])cc2)CC1,0.1,-11.5,5.9,1.3,-0.4,-5.8,1.3,4.0,-4.3
Cc1ccnc(Nc2nc3ccccc3o2)n1,0.5,2.9,5.1,-2.8,1.8,-4.0,-5.5,11.7,4.0
O=C(O)CCCc1nc2ccccc2s1,2.4,-2.9,6.6,-3.0,5.8,-2.0,4.1,14.7,-3.6
COC(=O)c1cccc(OCC(O)Cn2cnc3cc(C)c(C)cc32)c1 (configuration not stated),1.0,-4.5,-4.9,-3.2,-4.0,-4.6,-13.3,1.9,-0.2
CSc1cccc(NC(=O)CN(c2cccc(C)c2)S(C)(=O)=O)c1,4.7,-14.3,-0.8,-2.9,7.1,0.8,-0.5,-14.9,4.6
CC(=O)Nc1ccc(S(=O)(=O)Nc2ccc3nc(C)sc3c2)cc1,nt,nt,nt,-0.8,nt,-2.6,nt,4.4,-3.0
O=C(O)CN1C(=O)CCS(=O)c2ccccc21 (configuration not stated),-0.3,0.9,-2.8,-2.8,5.3,0.0,-2.2,12.7,-4.6
O=C(Cc1c[nH]c2ccccc12)NCc1ccncc1,-4.7,10.2,-3.6,14.3,0.8,0.1,3.8,-3.0,-4.0
Cc1cc(O)c(NC(=O)c2ccc(C)c([N+](=O)[O-])c2)cc1C,-1.4,14.2,-4.8,nt,-3.4,nt,11.4,6.7,-3.7
CCCCNC(=O)COC(=O)c1ccc(N(C)C)cc1,2.5,-6.2,-5.0,8.4,8.7,76.2*,-4.8,-1.7,-6.4
O=C(O)c1ccccc1NS(=O)(=O)c1cccc(NS(=O)(=O)c2cc(Br)ccc2Br)c1,nt,nt,nt,11.8,nt,2.0,nt,-2.3,-8.6
O=C(CSc1nc2cc(Cl)ccc2s1)c1cc2ccccc2o1,-20.4,-0.7,-6.2,-20.1,-36.9,-11.5,3.6,-14.5,-17.8
Cc1ccc(C(=O)Nc2ccc(Nc3ccccc3)cc2)c(Cl)c1,-0.7,5.4,-2.2,14.3,3.0,4.6,-4.1,2.4,-4.4

# Screening data (PubChem)

# A portion of the library; rates above refer to the full screens.
